PRMT1 inh: PRMT1 methyltransferase inhibitors, primary screen, biochemical, fluorescence polarization; inhibition, % at 2.79 µM; 370,000 compounds, 1.3% hits; recombinant PRMT1, activity-based probe fluorescence polarization; Protein arginine N-methyltransferase 1 (Homo sapiens), Q99873; AID 652257, 2013;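 active = inhibition above about 21% made by adding two undisclosed values, limit read from the data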
TCR CD3 inh: inhibitors of human TCR-CD3 interaction, primary screen, biochemical, fluorescence, TAMRA-labeled TCR probe; AID 651800, 2012; T-cell receptor (TCR); inhibition, % at 9.4 µM; 360,000 compounds, 0.37% hits; in the data active = inhibition above about 19%;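 note: recombinant mutant TCR 2C K166C tagged with TAMRA read by polarization; 0% = receptor in buffer alone and 100% = receptor with positive control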
MBD2 inh: inhibitors of MBD2 binding to methylated DNA, primary screen, biochemical, TR-FRET, DNA-binding domain, human; Methyl-CpG-binding domain protein 2 (Homo sapiens), Q9UBB5; MBD2 binding to methylated oligonucleotide; inhibition, % at 4.4 µM; 370,000 compounds, 0.31% hits; in the data active = inhibition above about 13%
Target sequence (Q9UBB5 whole entry, looked up, the tested form may be a part): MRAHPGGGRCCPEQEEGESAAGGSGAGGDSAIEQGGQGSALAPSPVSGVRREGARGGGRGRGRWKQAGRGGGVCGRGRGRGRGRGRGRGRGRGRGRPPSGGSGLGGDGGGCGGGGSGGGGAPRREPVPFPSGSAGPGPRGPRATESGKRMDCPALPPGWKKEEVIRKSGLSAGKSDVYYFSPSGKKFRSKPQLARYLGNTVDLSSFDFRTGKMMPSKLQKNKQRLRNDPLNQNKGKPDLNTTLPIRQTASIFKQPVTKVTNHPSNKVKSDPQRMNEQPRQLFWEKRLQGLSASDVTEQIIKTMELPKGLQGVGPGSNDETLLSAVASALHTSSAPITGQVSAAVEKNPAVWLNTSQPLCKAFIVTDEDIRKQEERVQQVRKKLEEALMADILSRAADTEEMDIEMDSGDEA
mABHD4 FP: ABHD4 inhibitors, primary screen, biochemical, fluorescence polarization, mouse; (Lyso)-N-acylphosphatidylethanolamine lipase (Mus musculus), Q8VD66; purified mABHD4, FP-Rh probe fluorescence polarization; inhibition, % at 8.92 µM; 370,000 compounds, 0.54% hits; AID 720543, 2013;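 active = inhibition exceeding the mean over every tested compound plus 3 SD, cut at about 30% in these data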;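 note: 0% = plate median of compound wells and 100% = S159A mutant with DMSO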
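Test system: mABHD4 protein | Buffer or medium: HEPES pH 7.0 buffer, 150 mM NaCl, 0.01% Pluronic F-127 | Probe or stimulus: FP-Rh fluorescent activity-based probe, added after compound pre-incubation | Timing: Pre-incubation 45 min, probe exposure 60 min, at 25 °C | Technique: Fluorescence polarization, excitation 525 nm, emission 598 nm, BODIPY TMR filters | Repeats: Single well per compound (singlicate)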
NPR2 activator: human GC-B receptor activators, primary screen, HEK293 GC-B cells, cGMP TR-FRET, EC30 CNP | Atrial natriuretic peptide receptor 2 (Homo sapiens), P20594 | 0% at EC30 CNP, 100% saturating CNP | activation, % at 10 µM | 370,000 compounds, 0.11% hits | AID 1920062, 2024;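 active = activation at 10 µM reaching about 35% in either raw or pattern-adjusted values, limit read from the data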
SIAE inh: human SIAE inhibitors, primary screen, biochemical, fluorescence polarization, FP-Rh probe, 1536-well HTS. 370,000 compounds, 0.69% hits. AID 1053197, 2014. SIAE FP-Rh probe binding. inhibition, % at 9.66 µM;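 active = inhibition above a cutoff: mean of compounds within the control limits plus 3 SD of those, cut at about 17% in these data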;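 note: 0% = plate median of compound wells and 100% = probe without SIAE protein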
UHRF1 binding: UHRF1 methylated DNA binding inhibitors, primary screen, counter-screen for MBD2 inhibitor project, biochemical, TR-FRET, human UHRF1, single concentration. inhibition, % at 4.4 µM. 370,000 compounds, 0.75% hits. E3 ubiquitin-protein ligase UHRF1 (Homo sapiens), Q96T88. AID 687016, 2013. UHRF1 binding to methylated oligo; in the data active = inhibition above about 21%;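 note: UHRF1 SRA domain binding a hemimethylated CpG hairpin DNA probe; 0% = median of test compound wells and 100% = reference inhibitor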
HTRA1 inhibitor: HTRA1 serine protease inhibitors, primary screen, biochemical, fluorescence polarization, HTS. inhibition, % at 5.96 µM. recombinant HTRA1, FP-rhodamine activity-based probe. 340,000 compounds, 0.5% hits; in the data active = inhibition above about 36%;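 note: 0% = enzyme with DMSO and 100% = wells lacking enzyme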
Target sequence (Q92743 whole entry, looked up): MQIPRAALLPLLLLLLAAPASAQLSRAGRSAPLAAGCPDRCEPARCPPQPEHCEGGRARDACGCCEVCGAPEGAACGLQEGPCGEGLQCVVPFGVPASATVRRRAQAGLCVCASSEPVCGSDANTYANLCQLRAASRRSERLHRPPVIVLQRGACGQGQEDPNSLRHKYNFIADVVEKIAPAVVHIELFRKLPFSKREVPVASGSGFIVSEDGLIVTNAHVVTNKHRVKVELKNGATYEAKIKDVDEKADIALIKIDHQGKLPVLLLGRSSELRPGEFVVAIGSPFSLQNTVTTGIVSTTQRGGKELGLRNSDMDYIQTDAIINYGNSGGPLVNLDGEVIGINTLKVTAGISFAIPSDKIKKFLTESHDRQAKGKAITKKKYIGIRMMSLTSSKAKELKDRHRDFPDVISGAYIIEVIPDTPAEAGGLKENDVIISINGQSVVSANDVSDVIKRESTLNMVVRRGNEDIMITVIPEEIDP
GC-A act: GC-A stimulated cGMP production enhancers – HEK293 GC-A cells, cGMP TR-FRET, EC30 ANP, primary screen; Atrial natriuretic peptide receptor 1 (Homo sapiens), P16066; 0% at EC30 ANP, 100% saturating ANP; activation, % at 10 µM; 370,000 compounds, 0.14% hits; in the data active = activation above about 40%
rCAG binder: binders of r(CAG) RNA repeats, primary screen, biochemical, fluorescence; r(CAG) RNA repeat, TO-PRO-1 dye displacement fluorescence; inhibition, % at 3 µM; 370,000 compounds, 1.3% hits;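 active = inhibition above the plate cutoff, the mean of all test compounds on that plate plus 3 SD, cut at about 35% in these data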;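 note: 0% = DMSO alone and 100% = 100 µM mitoxantrone as full dye displacement; higher means more dye released from RNA so lower well fluorescence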
Numbers without * were called inactive; . = not tested or not shown.

structure | PRMT1 inh | TCR CD3 inh | MBD2 inh | mABHD4 FP | NPR2 activator | SIAE inh | UHRF1 binding | HTRA1 inhibitor | GC-A act | rCAG binder
CCCCCN(C(=O)CCC(=O)OCCOc1cccc(Cl)c1)c1c(N)n(CCCC)c(=O)[nH]c1=O | 4 | -8 | 1 | 2 | 3 | -1 | 3 | 0 | -3 | -3
CCS(=O)(=O)Nc1cc(C(=O)OC)ccc1C(=O)OC | 5 | 4 | -5 | -1 | -7 | 2 | -5 | -7 | -2 | 7
C=CCn1c(SCc2csc(C)n2)nc2sc3c(c2c1=O)CCCCC3 | -2 | 10 | 5 | -3 | 8 | -5 | 2 | -21 | 6 | 0
Cc1cc(C)c2c(=O)[nH]c(SCC(=O)Nc3cccc(S(=O)(=O)N(C)C)c3)nc2n1 | 0 | 3 | 3 | -3 | 1 | 14 | 0 | -3 | 0 | 12
COC(=O)CCCCCNc1ccc(C(=O)OC)cc1N | -1 | -2 | -2 | 0 | 0 | -9 | 0 | -25 | -2 | -7
CN(C)C1C(=O)c2ccccc2C1=O | -1 | 1 | 2 | 11 | 4 | 7 | 9 | 1 | 6 | 0
COc1ccc(/C=C(\C#N)C(=O)OCC(=O)N2CC(C)OC(C)C2)cc1 (stereo unspecified) | -5 | 6 | -4 | -3 | -3 | 5 | -1 | -1 | 2 | -3
CCCC(=O)Nc1ccc(C(=O)COC(=O)C2CC2)cc1 | 3 | -1 | -4 | -1 | 1 | 4 | -3 | 0 | 3 | 0
CCN1CCN(S(=O)(=O)c2ccc(Cl)c(C(=O)N(C)Cc3ccc(C(C)(C)C)cc3)c2)CC1 | 6 | -10 | 3 | -1 | -2 | -3 | -1 | -17 | 0 | 0
CCC(=O)N1CCN(c2ccc(NC(=O)COc3ccccc3[N+](=O)[O-])cc2)CC1 | 3 | -3 | 4 | 1 | 5 | 2 | 4 | 2 | 1 | -4
COc1ccccc1N1C(=O)CCC1(C#N)c1ccc(Br)cc1 (stereo unspecified) | 1 | 1 | 0 | 1 | -11 | 2 | 2 | 1 | -13 | -8
CCc1ccc(NC(=O)COc2cccc(-n3cnnn3)c2)cc1 | -3 | -1 | 1 | 0 | 0 | 4 | 0 | -11 | -3 | 3
CN(CCCS(=O)(=O)[O-])c1ccc(/C=C/c2ccc3ccccc3[n+]2C)cc1 | 15 | -6 | -23 | -40 | -2 | -24 | -11 | -7 | -6 | 3
CC1(C)CC(=O)c2cnc(NC(=O)c3ccco3)nc2C1 | 1 | 0 | -3 | -8 | -7 | -10 | 1 | 2 | 2 | 4
CC12CCC(=O)N1C(C(=O)Nc1ccc(SC(F)F)cc1)CS2 (stereo unspecified) | 3 | -8 | -1 | -6 | 4 | -1 | -1 | -2 | 2 | -1
Nc1[nH]c(C(=O)c2ccccc2)c(-c2ccc3ccccc3c2)c1C(=O)NCc1ccc(F)cc1 | 3 | -5 | 1 | 0 | 7 | -4 | 0 | . | -4 | 10
Cc1ccc(N(CCC#N)C(=O)COC(=O)c2cc(C)oc2C)cc1 | -8 | 5 | 0 | 3 | 2 | 5 | 0 | 6 | 1 | -2
CCCc1[nH]nc2c1C(CCC)C(C#N)=C(N)O2 (stereo unspecified) | 0 | 0 | 0 | 4 | -3 | 8 | -1 | -1 | -2 | 5
CCCN1CCN(CCCNC(=S)Nc2ccc(OC)cc2)CC1 | -1 | 6 | 4 | -4 | -5 | 14 | -1 | 3 | 3 | -2
COc1cc(C2NC(=O)NC(C)=C2C(=O)OCC2CCCCC2)cc(Cl)c1O (stereo unspecified) | -6 | 2 | -3 | -8 | -7 | 1 | -2 | -12 | -20 | 2
O=c1cc(-c2ccccc2)nc(/C=C/c2ccccc2)[nH]1 | -5 | 2 | -3 | 0 | -3 | -1 | -1 | -8 | -9 | 4
Cc1ccc(S(=O)(=O)N(C(=O)c2ccncc2)c2ccc3oc4c(c3c2)CCCC4)cc1[N+](=O)[O-] | -5 | 3 | 6 | -6 | 4 | -3 | -4 | -63 | 2 | 6
O=C(CN1CCN(c2cccc(Cl)c2)CC1)N1CCCC1 | 1 | -2 | 2 | 3 | 0 | 1 | 1 | 1 | 2 | -8
CCCCC1C2C(=O)N(c3ccccc3)C(=O)C2ON1c1ccccc1 (stereo unspecified) | 3 | 6 | -4 | 3 | 4 | 6 | 0 | 1 | -3 | 1
CC1CN(C(=O)CSc2nnc(C3CCCCC3)n2N)CC(C)O1 (stereo unspecified) | 0 | -3 | 0 | -1 | -2 | 7 | -4 | 7 | -4 | -4
C#CCNC(=O)/C=C/c1ccc(C)cc1 | 1 | 3 | -1 | 9 | 3 | 2 | -4 | 0 | 5 | 2
COCCn1cc(C(=S)N2CCCCC2)c2ccccc21 | 2 | -3 | 5 | 2 | 0 | 1 | 3 | 3 | -6 | -6
N/C(=N\OC(=O)c1ccoc1)c1ccc(Br)cc1 | -8 | 1 | 8 | 0 | -9 | -4 | -3 | -5 | 0 | -1
O=C(c1ccc(Cl)c(NC2=NC3CS(=O)(=O)CC3S2)c1)N1CCN(c2ccc(F)cc2)CC1 (stereo unspecified) | -4 | -1 | -6 | 3 | -4 | -1 | 1 | 3 | 1 | -1
N#Cc1ncc(C(F)(F)F)cc1Oc1cccnc1 | -1 | 4 | -3 | 1 | 4 | 7 | 2 | 2 | -1 | 0

Next part; it opens with the 2 that closed the last part.
structure | PRMT1 inh | TCR CD3 inh | MBD2 inh | mABHD4 FP | NPR2 activator | SIAE inh | UHRF1 binding | HTRA1 inhibitor | GC-A act | rCAG binder
O=C(c1ccc(Cl)c(NC2=NC3CS(=O)(=O)CC3S2)c1)N1CCN(c2ccc(F)cc2)CC1 (stereo unspecified) | -4 | -1 | -6 | 3 | -4 | -1 | 1 | 3 | 1 | -1
N#Cc1ncc(C(F)(F)F)cc1Oc1cccnc1 | -1 | 4 | -3 | 1 | 4 | 7 | 2 | 2 | -1 | 0
O=C(COC(=O)c1ccc(OC(F)F)cc1)NCCC1=CCCCC1 | -2 | -5 | 3 | -9 | -4 | -4 | 3 | -15 | -2 | -3
c1ccc(Cc2c(-c3ccco3)nc3c4ccccc4ccn23)cc1 | 26* | -3 | 2 | 3 | -1 | -4 | 9 | . | 3 | 14
CC(C)Oc1ccc(C(=O)Nc2ccccc2N2CCOCC2)cc1 | 4 | -2 | 5 | 5 | 4 | 4 | 1 | -14 | 1 | -3
O=C(COC(=O)CCc1ccccc1)NC1CCS(=O)(=O)C1 (stereo unspecified) | -1 | 1 | -7 | 3 | 0 | 3 | 2 | -3 | 6 | 2
O=C(NCC(c1ccco1)N1CCN(c2ccccc2F)CC1)OCc1ccccc1 (stereo unspecified) | -1 | -10 | -1 | 3 | 2 | 4 | 2 | 5 | 2 | -7
COc1cc2nnn(-c3ccncc3)c2cc1OC | 0 | -7 | 4 | 7 | -2 | 0 | 0 | 3 | 2 | 0
Cc1cccn2c(=O)c(C(=O)NC3CCCCC3)c(O)nc12 | -1 | -4 | 0 | 10 | -6 | -3 | -2 | 1 | 2 | 2
COCC(C)n1c(C)cc(C(=O)COC(=O)CCc2nc3ccccc3c(=O)[nH]2)c1C (stereo unspecified) | -1 | 5 | 1 | 4 | 2 | 3 | 26* | -1 | 0 | -3
Cc1[nH]c(-c2ccc(F)cc2)cc1C(=O)N1CCN(c2ccccc2)CC1 | 0 | -5 | -1 | 4 | 2 | 5 | -2 | -6 | -6 | 2
CC(C)c1ccc2c(c1)C1(NN=C(c3ccccc3)S1)C(=O)N2 (stereo unspecified) | 5 | -1 | -6 | 5 | -6 | 4 | -12 | 46* | 1 | 23
COc1cc(C(=O)NC(=S)N(CCC#N)Cc2cccnc2)cc(OC)c1OC | -1 | 7 | 1 | -7 | 1 | -8 | 3 | 7 | 0 | 0
CCN(CC(=O)NCCc1ccccc1)S(=O)(=O)c1ccccc1 | -1 | 0 | -1 | -1 | 3 | 1 | 1 | -6 | 2 | -4
O=C(CSc1nc2[nH]c(=O)[nH]c(=O)c2s1)Nc1cccc(F)c1 | 17 | -8 | 8 | -13 | -2 | -4 | 7 | 6 | -1 | 7
CCCCn1c(N)c(N(CC(C)C)C(=O)C2CCN(C(=O)c3ccc(Cl)cc3)CC2)c(=O)[nH]c1=O | -4 | 0 | -7 | -6 | -5 | -9 | 1 | 8 | 4 | -1
Cc1nc(=O)c(-c2ccccc2)c(C)n1-c1ccccc1C(=O)O | 0 | 6 | -4 | 5 | 4 | 7 | 0 | 5 | -1 | 0
Cc1cc(SCC(=O)c2ccc(O)c(O)c2)nc2ccccc12 | 24* | 29* | 2 | 39* | -4 | 16 | 7 | 54* | -4 | 35*
Cc1cccc(OC(=O)c2sc(Cl)nc2C)c1 | 0 | 2 | -3 | -3 | 6 | -4 | 0 | 1 | 56* | -2
C=CCc1cc(/C=N/n2cnnc2)cc(OCC)c1O | 3 | -1 | -2 | 1 | -7 | 1 | 1 | 3 | 0 | 2
COC(=O)c1ccc(C(=O)OC)c(NC(=O)CSCc2ccccc2Br)c1 | -1 | 2 | 2 | 4 | -6 | 1 | -1 | 0 | -1 | 1
CC(C)CCn1c(=S)[nH]c2ncccc2c1=O | 0 | 8 | 2 | 2 | -4 | -7 | 0 | -2 | 1 | -1
O=C(Nc1cccnc1)C1COc2ccccc2O1 (stereo unspecified) | -2 | 8 | 4 | -2 | 5 | 1 | 1 | -3 | 5 | -2
N#Cc1ccc(NC(=S)N2CCC3CC2c2cc(-c4ccc5c(c4)OCO5)ccc23)cc1 (stereo unspecified) | 0 | -4 | 3 | -17 | 2 | -37 | 10 | . | 3 | 11
CCCCC(=O)Nc1c(O)c2ccccc2[nH]c1=O | 31* | -4 | 2 | -3 | 7 | -1 | 4 | 4 | -1 | -1
CC(=O)/C(=N/Nc1cccc(Cl)c1)Sc1nnc(C(O)c2ccccc2)n1-c1ccccc1 (stereo unspecified) | 2 | 0 | -1 | 5 | -2 | 2 | 8 | 3 | 2 | -1
O=C(Nc1ccc2cn[nH]c2c1)c1c(Cl)cccc1Cl | 7 | 2 | 7 | -2 | 3 | -1 | 22* | -8 | 1 | 3
O=C1NC(=S)N/C1=C\c1cccc([N+](=O)[O-])c1 | 2 | 6 | 7 | -4 | 2 | 1 | 3 | 3 | 2 | 2

Assay outcomes from PubChem.

A portion of the library; count on the stated rates, not on these rows.
